L3MBTL1 inh – blocks human L3MBTL1; AID 485360; AlphaScreen L3MBTL1–H3K9me1 peptide binding; Q9Y468; hit rate 0.66% among 230,000; Potency, µM (titrated, usually from 57.1 µM), without a hit: at the top dose activity, negative = inhibition, most hits filed as inhibitors; also: % is scaled to controls: 0 for no effect and ±100 for the full control effect; nearly all actives have a fitted effect of over 60% in size
Target sequence (Q9Y468 whole entry, looked up): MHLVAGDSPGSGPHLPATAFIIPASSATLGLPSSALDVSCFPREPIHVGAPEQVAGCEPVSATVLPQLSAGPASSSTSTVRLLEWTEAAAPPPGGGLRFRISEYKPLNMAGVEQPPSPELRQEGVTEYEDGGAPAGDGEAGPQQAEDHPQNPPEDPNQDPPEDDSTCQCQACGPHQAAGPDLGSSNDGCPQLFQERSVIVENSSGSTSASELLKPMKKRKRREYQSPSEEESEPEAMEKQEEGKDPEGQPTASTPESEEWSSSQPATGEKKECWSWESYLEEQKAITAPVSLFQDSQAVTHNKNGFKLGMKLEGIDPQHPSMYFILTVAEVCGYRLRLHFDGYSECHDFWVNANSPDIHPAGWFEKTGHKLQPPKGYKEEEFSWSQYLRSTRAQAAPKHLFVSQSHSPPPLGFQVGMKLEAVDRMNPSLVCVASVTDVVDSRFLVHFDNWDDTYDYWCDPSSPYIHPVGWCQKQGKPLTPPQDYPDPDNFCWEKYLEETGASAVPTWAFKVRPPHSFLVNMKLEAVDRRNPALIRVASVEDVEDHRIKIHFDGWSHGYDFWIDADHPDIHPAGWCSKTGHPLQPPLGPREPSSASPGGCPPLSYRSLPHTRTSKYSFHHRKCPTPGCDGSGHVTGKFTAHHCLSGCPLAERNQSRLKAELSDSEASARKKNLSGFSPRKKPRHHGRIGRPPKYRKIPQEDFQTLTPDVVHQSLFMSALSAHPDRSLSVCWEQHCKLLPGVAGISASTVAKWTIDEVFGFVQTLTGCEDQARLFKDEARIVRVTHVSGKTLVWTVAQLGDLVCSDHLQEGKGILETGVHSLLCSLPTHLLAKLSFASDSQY
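L3MBTL1 50 nM + b-AHA-H3(1-15)K9me1 75 nM, 30 min RT; compound added, 30 min RT; streptavidin donor/Ni-chelate acceptor beads 10 ug/mL each final, 30 min RT dark; AlphaScreen read.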
RECQ1 helicase – inhibitors of human RECQ1 DNA helicase | P46063 | RECQ1 DNA unwinding, red fluorescence kinetic read | Potency, µM (series often up to 57.3 µM), without a hit: at the highest dose activity, negative = inhibition, usual class: inhibitors | hit rate 0.54% among 240,000 | AID 2549;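 also: plate controls were vehicle for no effect and no enzyme for full effect; nearly all actives have a fitted effect of over 30% in size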
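50 nM RECQ1T1 preincubated 15 min with compound in Tris pH 8.0 buffer with MgCl2, DTT, Tween-20 and 2.5 ug/ml poly(dI-dC); started with 200 nM TAMRA/BHQ-2 forked duplex and 2 mM ATP. Unwinding read as fluorescence (525/598 nm), two reads 2 h apart.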
TexasRed fluor – Texas Red fluorescence interference in TRb-SRC2 counter-screen | TRb/SRC2 Texas Red total fluorescence interference | Potency, µM (doses to about 106 µM), for the others: top-dose fluorescence change, negative = quenching | hit rate 0.29% among 280,000 | AID 1479; active = well fitted curve in either direction with a large enough effect; inconclusive = small, poorly fitted or top-dose-only effect; also: % is scaled to controls: 0 for no effect and ±100 for the full control effect
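Flags fluorescent or light-absorbing compounds by total fluorescence, S + 2P, at 555 nm excitation and 632 nm emission. Mixture: 20 nM Texas Red SRC2 peptide, 0.6 uM human TRb LBD, 1 uM T3, 5% DMSO; compound exposure 5 h at ambient temperature.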
Tau fibril FP – blocks human tau fibril formation measured by polarization; Potency, µM (doses to about 57.7 µM), for the others: top-dose activity, negative = inhibition, actives largely listed as inhibitors; K18 P301L tau heparin fibrillization, Alexa594 FP, 6 h; P10636; hit rate 0.39% among 280,000; also: % is scaled to controls: 0 for no effect and ±100 for the full control effect; nearly all actives have a fitted effect of over 55% in size
Target sequence (P10636 561-689 P618L limits assumed): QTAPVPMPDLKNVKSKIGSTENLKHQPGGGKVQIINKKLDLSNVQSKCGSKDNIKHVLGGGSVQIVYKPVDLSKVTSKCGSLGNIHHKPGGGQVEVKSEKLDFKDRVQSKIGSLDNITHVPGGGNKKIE
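Human K18 P301L fragment (15 uM unlabeled plus 0.24 uM Alexa 594-labeled) in 100 mM sodium acetate pH 7 with compound, aggregation induced by 20 uM heparin for 6 hr at 37 C. ThT (30 uM) added for 1 hr, then Alexa 594 FP read.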
Tau fluor counter – counter-screen for tau fibril formation inhibitors; hit rate 0.93% among 280,000; tau K18 P301L Alexa594 fluorescence, heparin fibrillization; Potency, µM (titrated, usually from 57.7 µM), for the others: top-dose activity change, negative = decrease; also: % is scaled to controls: 0 for no effect and ±100 for the full control effect; nearly all actives have a fitted effect of over 55% in size
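Human K18 P301L tau (15 uM unlabeled plus 0.24 uM Alexa 594-labeled, final) in 100 mM sodium acetate pH 7 was mixed with compound and 20 uM heparin and incubated 6 hr at 37 C.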
TRb SRC2 PPI – TRbeta-SRC2 interaction inhibition | P10828 | TRbeta-SRC2 peptide binding, fluorescence polarization; receptor liganded with 1 µM T3 | Potency, µM (doses to about 106 µM), for the others: top-dose activity change, negative = inhibition, usual class: inhibitors | hit rate 0.065% among 280,000 | AID 1469;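 also: plate controls were bound peptide for no effect and peptide without receptor for full effect; nearly all actives have a fitted effect of over 50% in size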
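Decrease in fluorescence polarization of 20 nM Texas Red SRC2 coactivator peptide flagged inhibition of its binding to 0.6 uM TRb LBD; 1 uM T3 included, incubation 5 hr, ex 555/em 632 nm.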
Tau fibril ThT – tau fibrillization inhibition (ThT binding) | Potency, µM (series often up to 57.4 µM), for the others: at the top dose activity, negative = inhibition, most hits filed as inhibitors | AID 1460 | recombinant tau K18 P301L, heparin-induced fibrillization, ThT fluorescence | hit rate 2.1% among 270,000 | P10636; also: % is scaled to controls: 0 for no effect and ±100 for the full control effect; nearly all actives have a fitted effect of over 55% in size
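Using a mix of unlabeled (15 uM) and Alexa 594-labeled (0.24 uM) tau K18 P301L, heparin-triggered fibrillization over 6 hr at 37 C was scored by ThT fluorescence.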
HTT ATP protect – protects HTT-Q103 PC12 cells, measured by ATP | hit rate 0.14% among 230,000 | PC12 HTT-Q103 induced, cytoprotection, ATP luminescence, 40 h | Potency, µM (top dose mostly 56.4 µM), inactives show cytoprotection (ATP increase), usual class: activators | AID 1471;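 also: % of control where 0% means no effect; nearly all actives have a fitted effect of over 45% in size; toxic huntingtin expression switched on by the ecdysone agonist tebufenozide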
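Quantitative HTS on tebufenozide-induced (100 nM) PC12 cells expressing HTTQ103 exon 1–GFP; compounds tested as a concentration series; survival measured via cellular ATP.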
An asterisk follows results filed as active; i = inactive; ? = inconclusive; . = no result given; [ ] = remark or other dose. Unless noted, calls follow the shape of the dose curve; as a rule, active = well fitted curve in the direction sought with a large enough effect; inconclusive = small, poorly fitted or top-dose-only effect, or another doubt; inactive = no such curve, though single readings can be large; an effect the other way counts as inactive or inconclusive. Potency is read from the fitted curve at half-maximal effect.

canonical_smiles	L3MBTL1 inh	RECQ1 helicase	TexasRed fluor	Tau fibril FP	Tau fluor counter	TRb SRC2 PPI	Tau fibril ThT	HTT ATP protect
Cc1ccc(SC(C)C(=O)NCc2cccnc2)cc1 (configuration not stated)	-4%	-7%	-1%	-1%	-4%	-2%	-13%	10%
Clc1ccc(Nc2c3c(nc4ncnn24)CCC3)cc1	7%	-1%	-5%	4%	6%	0%	9%	9%[10 µM]
CCCCN=C(C)C1=C(O)CSC1=O	4%	-2%	-1%	8%	0%	1%	-2%	-12%
Cc1cc(C)cc(-c2nc(-c3ccncc3)no2)c1	.	-7%	-2%	-2%	-17%	-1%	-14%	-17%
COc1ccccc1C(=O)N(Cc1ccco1)Cc1ccccc1F	.	.	0%	1%	-22%	-5%	?	.
CN(C)c1nnnn1Cc1ccc(Cl)cc1Cl	-2%	-15%	-2%	-5%	-1%	3%	3%	7%
C=CCn1c(NC(C)c2cc(Cl)ccc2O)nc2ccccc21 (configuration not stated)	14%	-11%	-5%	5%	?	1%	-14%	-3%
S=C1NCN(Cc2ccco2)CN1c1cccc2ccccc12	-10%	1%	-2%	2%	-9%	-1%	-8%	10%[10 µM]
CCOC(=O)/C(=N\Nc1ccccc1Cl)N1CCN(c2ccccc2OC)CC1	-12%	i	0%	-4%	-9%	12%	?	2%[10 µM]
CCCOc1c(OC)cc(Cl)cc1C1NC(=O)NC(C)=C1C(=O)NCc1ccccc1 (configuration not stated)	.	-14%	0%	3%	-3%	1%	-3%	4%
O=C(NC(=S)Nc1cc(-c2nc3ccccc3[nH]2)ccc1Cl)c1ccc2c(c1)OCO2	1%	7%	-8%	?	?	9%	?	.
COc1ccc(/C=N/n2cnnc2SCc2ccccc2)cc1	-8%	i	3%	2%	-18%	-4%	-11%	-9%
C/C(CC(C)C)=N\NC(=O)Nc1ccccc1	-6%	-9%	1%	-10%	-12%	-18%	0%	8%[10 µM]
COc1cc(C(=O)Nc2ccc3c(c2)C(=O)N(CCC(=O)O)C3=O)cc(OC)c1OC	20%[11.4 µM]	-2%	-3%	?	-15%	13%	-6%	-3%[0.074 µM]
O=c1[nH]c(CSc2nnc(COc3ccccc3)n2-c2ccccc2)nc2ccccc12	?	i	1%	-6%	-4%	-1%	-16%	0%
Brc1cccc(CNCc2cccs2)c1	24%	i	-3%	0%	-9%	-7%	-9%	.
CCOC(=O)CN(C(=O)CSc1nnc(-c2ccncc2)n1CCCOC)c1ccccc1	-11%	-9%	-1%	11%	10%	-8%	3%	0%[10 µM]
COc1ccc(/C=C/C(=O)NNc2cc(=O)n(C)c(=O)n2C)cc1OC	.	0%	-5%	9%	?	-3%	.	11%[10 µM]
CCc1ccc(NC(=O)c2cc(S(=O)(=O)N3CCCC(C)C3)cn2C)cc1 (configuration not stated)	.	.	-2%	-4%	-5%	-4%	5%	.
O=C(Nc1cccc(Cl)c1Cl)c1cc(S(=O)(=O)N2CCCCC2)ccc1F	.	.	-2%	-8%	-8%	7%	3%	.

Part of the list above, as labelled records:
> COc1ccc(/C=C/C(=O)NNc2cc(=O)n(C)c(=O)n2C)cc1OC
  L3MBTL1 inh: .; RECQ1 helicase: 0%; TexasRed fluor: -5%; Tau fibril FP: 9%; Tau fluor counter: ?; TRb SRC2 PPI: -3%; Tau fibril ThT: .; HTT ATP protect: 11%[10 µM]

> CCc1ccc(NC(=O)c2cc(S(=O)(=O)N3CCCC(C)C3)cn2C)cc1 (configuration not stated)
  L3MBTL1 inh: .; RECQ1 helicase: .; TexasRed fluor: -2%; Tau fibril FP: -4%; Tau fluor counter: -5%; TRb SRC2 PPI: -4%; Tau fibril ThT: 5%; HTT ATP protect: .

Going on with the list.
canonical_smiles	L3MBTL1 inh	RECQ1 helicase	TexasRed fluor	Tau fibril FP	Tau fluor counter	TRb SRC2 PPI	Tau fibril ThT	HTT ATP protect
CC(=O)c1c(C)n(CC(=O)NCc2ccco2)c2ccccc12	-7%	i	0%	0%	-1%	3%	-7%	4%
COc1ccc(C2=NOC(C(=O)N3CCOCC3)C2)cc1OC (configuration not stated)	-4%	-3%	-1%	-2%	-6%	-7%	-8%	-21%
COc1cccc(C(=O)Nc2cccc(C(=O)OCc3cc(=O)n4c5c(sc4n3)CCCC5)c2)c1	.	.	-2%	1%	5%	-4%	-9%	.
O=C(Nc1cc(-c2nc3ccccc3s2)ccc1Cl)c1cc2ccccc2o1	.	.	8%	-5%	-10%	7%	-13%	.
CCCN(CCC)CCNC(=O)Cn1ncc2c([nH]c3ccc(C)cc32)c1=O	.	.	5%	-7%	-5%	-1%	4%	.
Cc1cccc(Nc2c([N+](=O)[O-])c(=O)n(C)c3ccccc23)c1	-11%	-3%	-1%	4%	-21%	-1%	?	28%[10 µM]
N#Cc1c(C(F)(F)F)cc(-c2ccc(Cl)cc2)[nH]c1=O	17%	0%	-4%	-1%	-17%	-17%	-13%	5%[10 µM]
COc1ccc(CCNC(=O)c2cnc3ccccn3c2=O)cc1	3%	i	0%	-3%	-5%	6%	-13%	.
Cc1cc(=O)n2[nH]c(-c3ccccc3)cc2n1	.	i	4%	-10%	-6%	-14%	-5%	-24%
O=C(c1ccc(OCC2CCCO2)cc1)N1CCN(c2ccccc2)CC1 (configuration not stated)	.	-3%	3%	6%	-8%	-4%	-20%	-5%
CCc1ccc(Sc2cc(C(=O)NCCCN3CCCC(C)C3)c3ccccc3n2)cc1 (configuration not stated)	.	.	-2%	0%	-17%	-8%	-14%	.
CCn1c2ccccc2c2cc(NC(C)=O)ccc21	.	-9%	0%	4%	-22%	0%	-8%	13%
CCN1C(=O)N[C@@H](c2cccc(C(F)(F)F)c2)C(C(=O)OC)=C1C	.	-4%[11.5 µM]	2%[11.2 µM]	-1%[11.6 µM]	-9%[11.6 µM]	2%[11.2 µM]	-4%[11.5 µM]	?
O=C(C1CCN(S(=O)(=O)c2cccc3nonc23)CC1)N1CCN(c2ccccc2F)CC1	.	.	-12%	5%	-17%	2%	-9%	.
CC(C)c1ccc(-c2noc(SCC(=O)N3CCCCC3C)n2)cc1 (configuration not stated)	.	.	1%	0%	-16%	2%	?	.
CNc1ncnc2c1ncn2[C@@H]1O[C@H](CO)[C@@H](O)[C@@H]1O	.	-4%[25.9 µM]	-7%[53 µM]	.	.	-1%[53 µM]	.	-9%[40.3 µM]
CCOC(=O)C(=CNc1cc(Cl)c(-c2ccco2)c(Cl)c1)C(=O)OCC	-14%	-13%	-2%	4%	-15%	-3%	?	5%[10 µM]
Cc1cc(C)c2c(CC(=O)Nc3ccccc3C(F)(F)F)coc2c1	.	.	-19%	-10%	-4%	4%	-5%	.
CS(=O)(=O)N(Cc1ccccc1)c1ccc(C(=O)Nc2ccc3c(c2)OCO3)cc1	.	-7%	-7%	5%	-25%	-7%	4%	-11%
O=C(O)C1CCCCC1C(=O)Nc1nccs1 (configuration not stated)	-1%	5%	-2%	4%	4%	-7%	3%	7%
O=[N+]([O-])c1cc(S(=O)(=O)N2CCCC2)ccc1N/N=C1/CCCc2ccccc21	-24%	?	2%	4%	-20%	-4%	?	0%[10 µM]
COc1ccccc1Oc1nc(-c2cccnc2)nc2ccccc12	.	-7%	2%	-11%	-19%	0%	?	-8%
COc1cccc(NC(=O)CSc2nc3ccccc3c(=O)n2Cc2cccs2)c1	3%	-1%	-5%	?	?	2%	2%	8%[10 µM]
CC(C)CCn1c(=O)c2sccc2n2c(CCCC(=O)NCc3ccc(F)cc3)nnc12	.	.	-1%	-4%	-14%	1%	-3%	.
CCN(CC)S(=O)(=O)c1cc(NC(=O)Cn2cnc3ccccc3c2=O)ccc1C	.	-5%	-3%	-6%	-16%	-3%	0%	6%
CSc1cc(-c2ccc(Cl)cc2)c(C(=O)NC(C)C)s1	7%	i	0%	3%	-3%	-6%	-6%	-14%
Cc1cccc(OCc2nc3c4c(ncn3n2)-c2ccccc2CC42CCCC2)c1	0%	-3%	1%	1%	-11%	-22%	-13%	11%[10 µM]
Cc1[nH]c2ccccc2c1/C=C/c1nc2ccccc2c(=O)n1-c1cccc([N+](=O)[O-])c1	-4%	-6%	1%	?	?	3%	?	-10%[10 µM]
CC(NC(=O)c1ccc(Cl)s1)C1CCCO1 (configuration not stated)	.	-9%	1%	-3%	-4%	7%	-10%	6%
COC(=O)c1cc(C)nc2c1c(=O)nc(SCc1c(C)cc(C)cc1C)n2C1CC1	.	.	1%	-9%	-1%	3%	?	.
COc1cc(/C=c2\s/c(=C(/C#N)C(=O)N3CCCC3)n(-c3ccccc3)c2=O)ccc1O	-7%	-3%	1%	2%	-7%	-7%	?	-10%[10 µM]
Cc1ccc(-n2c(C)cc(/C=N/NC(=O)c3ccncc3)c2C)cc1C	-24%	20%	-1%	1%	?	3%	?	-85%[inhibitor]
CS(=O)(=O)N1CCCC(C(=O)NCCCN2CCN(Cc3ccccc3)CC2)C1 (configuration not stated)	-4%	-2%	1%	5%	-4%	8%	-4%	-1%
COc1ccc(NS(=O)(=O)c2ccc3c(c2)CC(C)N3C(=O)C2CCC2)cc1OC (configuration not stated)	.	.	0%	3%	-18%	-7%	-3%	.
O=C(Nc1nnc(SCc2ccc(F)cc2)s1)c1cnccn1	52%[activator]	i	0%	4%	12%	-6%	9%	-17%[10 µM]
CC(=O)Nc1nnc(CCS(=O)(=O)c2ccc(Cl)cc2)s1	10%	i	2%	1%	1%	4%	1%	-36%[inhibitor]
CCCCCCOc1ccc(OC(=O)c2cccnc2)cc1	27%	-3%	-1%	2%	-13%	-1%	?	-65%[inhibitor]
Cc1ccc2c(CN3CCCc4ccccc43)cc(=O)oc2c1C	.	i	-5%	-6%	-20%	-4%	?	-24%
CCc1cc2c(=O)c(-c3nc4ccccc4n3C)c(C(C)C)oc2c(CN2CCN(C)CC2)c1O	-12%	i	1%	-5%	3%	-5%	-1%	-11%

This is a subset (hit frequency here may not be typical).
